DAT uptake mod: changed human dopamine transporter uptake under cocaine IC80 | Q01959 | LLC-PK1 hDAT cells, [14C]-dopamine uptake with cocaine IC80; actives deviate in either direction | B-score at 10 µM | actives 1.3% (n = 110,000) | AID 449768;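 active = Z score or B-score, a plate-position-corrected score, falls beyond the plate's 99.7% confidence bounds, in either direction; inactive = both scores lie inside the 99.7% bounds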;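 note: scored against the spread of the other compound wells on the same plate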
Ecoli WT expand: E. coli BW25113 growth inhibition, expanded screen. OD600 absorbance. growth inhibition, % at 100 µM. actives 0.15% (n = 98,000). AID 710;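 active = growth inhibition above about 50% at one test dose, limit read from the data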;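 note: growth measured after 20 h incubation at 37 °C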
F-actin modifier: alters cytoskeleton assembly in HUVEC cells; HUVEC TNFa F-actin phalloidin imaging, high content; inhibition, % at 2 µM; actives 0.18% (n = 91,000); AID 836;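 active = inhibition above the batch mean plus 3 SD and confirmed as a hit by visual image inspection, cut at about 30% in these data, passing the limit was not always enough; inconclusive = above the inhibition threshold but rejected on visual inspection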; note: strong numbers were not always called active
TNFa cytotox: HUVEC cytotoxicity counter-screen, TNF alpha stimulated. HUVEC TNFalpha-stimulated, Hoechst cell count, imaging. cell count reduction, % at 2 µM. actives 0.17% (n = 93,000). AID 848;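 active = cell count reduction exceeding the screen mean by over 5 SD, scaled to untreated wells per plate, cut at about 78% in these data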;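 note: cells counted after 24 h of TNF alpha exposure following the 1 h pretreatment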
Plk1 PBD FP: Plk1 (human) PBD binding inhibition; P53350; Plk1 PBD phosphopeptide binding, fluorescence polarization; inhibition, %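 (tested at about 20 µM)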; actives 0.13% (n = 97,000); AID 693; in the data active = inhibition above about 34%, passing the limit was not always enough
Target sequence (P53350 whole entry, looked up): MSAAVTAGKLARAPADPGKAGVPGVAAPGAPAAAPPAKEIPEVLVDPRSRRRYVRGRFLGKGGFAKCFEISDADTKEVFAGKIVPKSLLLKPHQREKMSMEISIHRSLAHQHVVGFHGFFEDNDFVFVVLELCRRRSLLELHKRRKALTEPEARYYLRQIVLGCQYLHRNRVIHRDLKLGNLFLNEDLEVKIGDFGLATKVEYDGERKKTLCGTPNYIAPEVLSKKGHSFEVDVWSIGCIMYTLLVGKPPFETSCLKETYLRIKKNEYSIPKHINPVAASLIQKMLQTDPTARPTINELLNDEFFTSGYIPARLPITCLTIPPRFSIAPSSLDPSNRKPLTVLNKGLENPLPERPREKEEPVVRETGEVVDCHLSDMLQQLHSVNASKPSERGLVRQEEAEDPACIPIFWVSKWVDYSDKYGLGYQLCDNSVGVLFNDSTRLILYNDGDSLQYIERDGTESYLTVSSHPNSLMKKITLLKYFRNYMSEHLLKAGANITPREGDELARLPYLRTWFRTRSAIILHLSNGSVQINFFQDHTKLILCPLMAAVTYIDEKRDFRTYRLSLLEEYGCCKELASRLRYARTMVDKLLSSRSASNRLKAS
PLK1 inh: PLK1 (human) kinase inhibition; inhibition, % at 10 µM; recombinant PLK1 kinase, TR-FRET peptide phosphorylation; actives 0.53% (n = 97,000); P53350;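 active = inhibition of 50% or more in the single-concentration screen; inactive = inhibition below 50%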;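 note: 0% = DMSO max control and 100% = H-89 dihydrochloride min control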
IL1B cytotox: HUVEC cytotoxicity counter-screen, IL-1B stimulated; cell count reduction, % at 2 µM; actives 0.41% (n = 94,000); HUVEC cell count loss, Hoechst imaging;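 active = cell count reduction more than 3 SD above the screen-wide mean, cut at about 70% in these data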;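 note: normalized per plate to untreated control cells as the no-loss baseline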
VCAM1 TNFa inh: reduces TNF alpha induced VCAM1 expression in HUVEC; inhibition, % at 2 µM; HUVEC TNFa-induced VCAM-1 immunofluorescence, high-content imaging; actives 0.48% (n = 95,000);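 active = inhibition above the batch mean plus 3 SD, with images confirmed as a hit by eye, cut at about 37% in these data; inconclusive = inhibition above that limit but hit not confirmed in images; inactive = inhibition not above that limit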;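 note: 0% = TNF-stimulated DMSO wells and 100% = unstimulated control wells; not every result past the cut was called active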
sEH inhibitor: soluble epoxide hydrolase (human) inhibition. P34913. recombinant human sEH enzymatic activity assay. inhibition, % at 2 µM. actives 0.34% (n = 91,000). AID 707; in the data active = inhibition above about 80%; note: values of inactives mirror those of a sister screen read the other way; many of its hits are not listed in these tables
The depositor's hits bear a star; ? = inconclusive; . = not tested or not shown.

SMILES	DAT uptake mod	Ecoli WT expand	F-actin modifier	TNFa cytotox	Plk1 PBD FP	PLK1 inh	IL1B cytotox	VCAM1 TNFa inh	sEH inhibitor
CS(=O)(=O)N(CC(=O)NC1CC2CCC1C2)c1cccc(C(F)(F)F)c1 (stereo unspecified)	-0.0036	9	5	-20	-11	3	-28	19	4
COc1cc(C(=O)O)nc2ccccc12	1.1	2	-4	-8	-8	-6	10	20	-8
COc1cccc(-n2c(SCC(=O)Nc3nccs3)nnc2-c2ccoc2C)c1	1.1	.	17	-11	-7	4	-33	-9	0
C=CCNC(=S)N1CCN(c2ncc3c(=O)c(C(=O)O)cn(CC)c3n2)CC1	-0.063	100*	23	-2	-44	5	-45	8	-10
Cc1c(Cl)ccc2c1NC(=O)C21NC(CCC(N)=O)[C@H]2C(=O)N(c3ccc(Cl)cc3)C(=O)[C@H]21 (stereo partly specified)	-0.35	6	-28	-24	-21	-9	-16	4	-4
CNC(=O)c1c(NC(NC(=O)c2ccco2)C(=O)c2ccc(Cl)cc2)sc2c1CCCC2 (stereo unspecified)	2	-6	-8	12	-17	-13	10	8	-22
COc1ccc(NC(=O)NCCN2CCc3ccccc3C2)cc1	0.033	.	2	-18	-1	-8	67	15	19
O=C(NCc1cccs1)Nc1ccc(Cl)cc1	-0.021	.	1	.	-18	-9	-2	-4	33
CCCCc1ccc(Nc2nc(CCC)cc(=O)[nH]2)cc1	0.55	2	5	16	-2	-18	7	27	7
COc1ccc(NS(=O)(=O)c2ccc(O)c(C(=O)OCC(=O)N3CC(C)OC(C)C3)c2)cc1 (stereo unspecified)	0.66	-2	5	-17	-4	-13	3	-13	0
CCOC(=O)N1CCC(NC(=O)c2cccn3c(=O)c4cc(Br)ccc4nc23)CC1	-0.77	-1	-22	-5	9	-9	2	-10	-2
c1ccc(CSc2nnc3c(n2)OC(c2ccco2)Nc2ccccc2-3)cc1 (stereo unspecified)	-0.094	-14	-28	-6	16	-12	-16	-1	0
COc1ccc(C(CC(=O)O)NC(=O)COc2ccccc2OC)cc1OC (stereo unspecified)	-0.093	-4	.	-24	4	-3	-17	-4	-16
CCOC(=O)c1ccc(NC(=O)NCc2ccn(CC)n2)cc1	0.88	17	6	-35	-15	-6	-20	4	12
Cc1ccc(CN(c2ccc(C(=O)NCc3ccc4c(c3)OCO4)cc2)S(C)(=O)=O)cc1	-0.52	-3	15	-25	25	-5	-8	-20	29
Cc1cccc(NC(=O)CN(C)S(=O)(=O)c2cccs2)c1	-0.43	-1	4	10	14	-4	.	7	-9
COC(=O)c1ccc(OCC(=O)c2ccccc2)cc1	-0.32	1	.	10	-6	3	-12	7	4
COc1ccc(CCNC(=O)c2cc3sccc3n2C)cc1OC	0.27	-4	-21	-15	-5	-8	24	6	2
Cc1cc(NC(=O)c2ccccc2Cl)no1	0.6	10	-6	0	-13	-8	-7	1	2
O=C(O)CNC(=O)C1COc2ccccc2O1 (stereo unspecified)	-0.19	3	0	-5	-25	-14	-7	0	-2
CN1CCN(C(=O)c2ccccc2NC(=O)CCN2C(=O)c3ccccc3C2=O)CC1	-0.1	5	-7	1	-17	-13	-36	15	3
O=[n+]1c2c(n([O-])c3cc(Cl)ccc31)CCCC2	0.97*	13	3	-23	9	-3	-15	-30	-11
COc1ccc(NC(=O)CN(C)S(=O)(=O)c2ccccc2)cc1OC	-0.43	-2	-7	10	9	-7	17	12	-14
O=C(COC(=O)c1cccnc1Nc1ccccc1F)NCc1ccc2c(c1)OCO2	.	-3	14	-30	4	-3	0	7	6
O=C(CSc1nc(O)cc(=O)n1-c1ccccc1)NCc1ccccc1	-0.32	1	0	-6	-22	-12	4	3	22
COCCNC(=O)c1cn(C)c(=O)c2cc(OC)c(OC)cc12	1.9	0	-2	-33	3	1	-7	12	-14
COc1cc(C(C)=O)ccc1OCC(O)CN1CCN(S(=O)(=O)c2ccccc2)CC1 (stereo unspecified)	0.5	-3	-18	20	-12	-8	17	-14	-9
Brc1cc(Br)c2ncnc(N3CCCCC3)c2c1	-0.039	11	-13	1	-17	-28	-13	19	16
NC(=O)c1ccsc1NC(=O)COC(=O)Cc1ccsc1	-0.2	10	10	0	-4	-9	-18	6	-7
CC(C)(C)NS(=O)(=O)c1ccc(NC(=O)c2cc(-c3ccccc3)nc3ccccc23)cc1	-0.35	-13	-9	-27	3	-6	-18	-4	-6

3 compounds already listed, ordered by heavy-atom count, lowest first.
SMILES	DAT uptake mod	Ecoli WT expand	F-actin modifier	TNFa cytotox	Plk1 PBD FP	PLK1 inh	IL1B cytotox	VCAM1 TNFa inh	sEH inhibitor
O=C(NCc1cccs1)Nc1ccc(Cl)cc1	-0.021	.	1	.	-18	-9	-2	-4	33
COC(=O)c1ccc(OCC(=O)c2ccccc2)cc1	-0.32	1	.	10	-6	3	-12	7	4
NC(=O)c1ccsc1NC(=O)COC(=O)Cc1ccsc1	-0.2	10	10	0	-4	-9	-18	6	-7

(next part)
SMILES	DAT uptake mod	Ecoli WT expand	F-actin modifier	TNFa cytotox	Plk1 PBD FP	PLK1 inh	IL1B cytotox	VCAM1 TNFa inh	sEH inhibitor
CCOc1ccc(CCNC(=O)C2CCCN(S(=O)(=O)c3c(C)n[nH]c3C)C2)cc1OCC (stereo unspecified)	-0.14	-5	6	17	-18	-9	0	-10	16
CCCNS(=O)(=O)c1ccc2c(c1)CCCN2C(C)=O	0.16	-2	?	100*	-1	-5	8	?	.
CC(=O)N1CCc2cc(S(=O)(=O)N3CCOCC3)ccc21	-1.7	-5	-3	-8	3	-32	14	4	-8
O=S(=O)(c1ccc2c(c1)OCCO2)N(Cc1ccc(F)cc1)Cc1nnc(-c2cccs2)o1	-0.59	-11	-18	0	-9	-10	0	-11	-7
O=C(CNc1ccccc1)N/N=C/c1ccc([N+](=O)[O-])o1	-0.86	35	37	6	-5	-5	-19	1	7
COCCCn1c(SCC(=O)Nc2ccc(C(C)=O)cc2)nc2ccccc2c1=O	-0.25	1	9	-10	-41	-4	-84	1	17
Cc1ccccc1Nc1nc(CSc2nnnn2-c2ccccc2)cs1	-8*	-9	4	-4	20	-10	-76	-1	-16
COCCn1c(SCC(=O)NCc2ccco2)nc2cccnc21	-0.026	-1	-18	-28	-9	-10	-8	-4	-21
Cc1cccc(Nc2nc(NC(C)C)nc(Oc3ccc(=O)n(C)n3)n2)c1	1.2	2	10	-33	8	-5	-14	3	-10
COc1cc(NC(=O)CN2c3cccc4cccc(c34)S2(=O)=O)cc(OC)c1OC	0.25	-2	-8	6	-16	-7	2	-3	-1
CC(C)(C)OC(=O)N1CCOCCOCCN(C(=O)OC(C)(C)C)CCOCC1	-0.18	3	-49	-3	20	-5	-201	0	4
COC(=O)c1ccc(/C=N/NC(=O)CC(=O)NCC(C)C)cc1	-0.023	8	.	.	21	-7	.	.	.
COc1ccc(NC(=O)CCC(=O)c2ccc(-c3ccccc3)cc2)cc1	-0.25	-12	-1	-17	10	-6	-118	-9	8
Cc1cccc(-n2c(SCC(=O)Nc3ccc4c(c3)OCO4)nnc2-c2ccoc2C)c1	0.95	-6	11	-7	15	-3	3	-2	0
Cc1ccc(NS(=O)(=O)c2ccc(NC(=O)CSc3ccc(Cl)cc3)cc2)c(C)c1	0.56	-12	5	-52	3	-8	-79	-23	11
CC(C)(C)n1nnnc1C(c1cccs1)N1CCCc2ccccc21 (stereo unspecified)	-0.16	-3	5	-21	-3	-2	-8	-5	11
O=C(NC1CCCC1)c1ccc(S(=O)(=O)N2CCOCC2)cc1	-0.63	3	-4	-8	-42	2	-9	-20	-7
O=C1c2ccccc2C(=O)N1CCc1csc(-c2ccccc2)n1	-0.76	-4	-23	-2	-11	-7	3	5	-22
CC(C)c1ccc(NC(=O)NC2CCN(CC(=O)Nc3cccc4ccccc34)CC2)cc1	.	-5	-7	0	25	-10	7	16	90*
Cc1ccc(-n2nc(C)c3c(C)c(CCC(=O)NCc4ccco4)c(C)nc32)cc1	.	-6	-2	0	-9	-11	0	1	53
COc1ccc(S(=O)(=O)N2CCn3c2nc2ccccc23)cc1	0.22	-3	-9	10	-9	-2	-55	-22	-1
CCOc1ccc(OCC(=O)Nc2ccc(OC)cc2)cc1	-0.089	25	6	-20	-10	-14	-3	6	-5
COc1ccc(C2C(C#N)=C(N)OC3=C2C(=O)CC(C)C3)c(OC)c1OC (stereo unspecified)	-1.1	10	23	-13	3	-17	16	4	8
COc1ccc(CCNC(=O)CN2CCN(c3cccc(Cl)c3)CC2)cc1OC	-0.17	-5	-12	-25	21	-15	-6	4	-3
COc1ccc(-n2cnnc2SCC(=O)Nc2cc(C(C)(C)C)nn2-c2ccccc2)cc1	-0.31	2	4	-11	-18	-10	10	16	-7
CCC(C)Nc1nc(-c2ccc3c(c2)NC(=O)CO3)cs1 (stereo unspecified)	1.6	8	-3	-11	18	-9	-8	7	-1
COc1ccc(C(=N/O)/C(=N/O)c2ccc(OC)cc2)cc1	0.33	1	.	-17	1	-11	-78	-2	-7
O=C(Nc1c(Cl)cccc1Cl)c1cc(=O)n(Cc2ccccc2)c(=O)[nH]1	-0.52	-4	0	-6	7	-9	2	-4	-17
CC1CCN(S(=O)(=O)c2cccc(-c3csc(-c4cccnc4)n3)c2)CC1	1.7	-2	2	-9	4	-11	-5	-9	0
CCN(CC)S(=O)(=O)c1cccc(C(=O)N2CC(O)CC2C(=O)O)c1 (stereo unspecified)	-0.55	-16	-2	6	21	-5	7	-11	-6
CCOC(=O)CSc1nnc(-c2ccccc2)o1	0.76	.	2	-16	3	-7	11	2	15
COc1ccc(OC)c(-c2nnc(SCC(=O)N3CCOCC3)o2)c1	1.3	-11	-8	2	11	-12	-9	-9	-4
COC(=O)C(C)Oc1ccc(=O)[nH]n1 (stereo unspecified)	-0.38	-4	-4	-16	-1	8	-12	-12	4
CCCCNC(=O)c1onc(CSc2cc(C)ccc2C)c1C(=O)O	-0.17	-14	6	10	-31	-11	4	-3	-4
Cc1cc(C)cc(NC(=O)CC2NCCNC2=O)c1 (stereo unspecified)	-0.66	4	22	-29	22	-5	-4	86*	-12
CCOc1ccccc1C(=O)N(Cc1ccccc1)Cc1cc2cc3c(cc2[nH]c1=O)OCCO3	-0.3	.	9	0	20	-20	-22	12	0
CCc1nnc(NC(=O)CSc2nnc(COc3ccc(C#N)cc3)n2-c2ccccc2)s1	-0.59	2	-5	-1	-11	-7	-2	6	-16
COc1ccc(CCNC(=O)c2nn(C)cc2Cl)cc1	0.48	7	2	2	4	-6	-15	28	-7
CCOC(=O)c1cnn(-c2sc(C(=O)OCC)c(C)c2C(=O)OCC)c1N	-2.5*	.	-8	-8	20	-1	17	0	-1
CN(C)S(=O)(=O)c1cccc(C(=O)Nc2cccnc2)c1	0.033	8	6	-6	7	-19	13	3	-3
CCOC(=O)c1ccc2nc(C(F)(F)F)[nH]c(=O)c2c1	1.3	-4	-6	-30	-14	-4	-15	7	14
O=C(CCNC(=O)Cn1cnc2ccccc2c1=O)NCC1COc2ccccc2O1 (stereo unspecified)	-0.044	4	-7	-28	-1	2	-26	15	.
COC(=O)c1ccccc1NC(=O)N1c2ccccc2CC1C (stereo unspecified)	-0.0084	-1	-13	0	-1	-6	-24	9	5
O=C(CSc1nc2ccccc2o1)c1ccc2c(c1)OCCO2	-0.69	-1	-17	-12	10	-8	11	35	-9
CC(NC(=O)c1cccnc1)C(c1ccccc1)N1CCN(C)CC1 (stereo unspecified)	-0.74	0	-21	18	-19	-10	-12	12	8

High-throughput results (PubChem BioAssay)
